HT1080NT lethal = kills 2HG-producing HT-1080-NT fibrosarcoma cells. HT-1080-NT fibrosarcoma viability, CellTiter-Glo ATP luminescence, 48 h. Potency, µM (highest dose often 46.1 µM), inactives show at the highest dose activity, negative = less viability, actives largely listed as cytotoxic. 360,000 compounds, 1.6% hits. AID 686970;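 also: NT is the 2HG producing partner of a matched IDH1 knockdown line; 0% = DMSO-treated cells and -100% = media-only wells without cells; nearly all actives have a fitted effect of over 55% in size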
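Luminescent CellTiter-Glo readout after 48 hours of compound exposure at 37 degrees C defined viability of HT-1080-NT cells. Activity was normalized to DMSO wells and cell-free media wells; concentration-response curves were fitted and assigned curve classes.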
GLP-1R inv ag = acts as inverse agonist at human GLP-1 receptor; P43220; HEK293 GLP-1R CRE-luciferase, luminescence, 24 h; GLP-1R form is constitutively active; Potency, µM (highest dose often 38.3 µM), inactives show at the top dose activity change, negative = inhibition, hits mostly inhibitors; 410,000 compounds, 1.6% hits; AID 624417; also: % is scaled to controls: 0 for no effect and ±100 for the full control effect; nearly all actives have a fitted effect of over 55% in size
Target sequence (P43220 whole entry, looked up): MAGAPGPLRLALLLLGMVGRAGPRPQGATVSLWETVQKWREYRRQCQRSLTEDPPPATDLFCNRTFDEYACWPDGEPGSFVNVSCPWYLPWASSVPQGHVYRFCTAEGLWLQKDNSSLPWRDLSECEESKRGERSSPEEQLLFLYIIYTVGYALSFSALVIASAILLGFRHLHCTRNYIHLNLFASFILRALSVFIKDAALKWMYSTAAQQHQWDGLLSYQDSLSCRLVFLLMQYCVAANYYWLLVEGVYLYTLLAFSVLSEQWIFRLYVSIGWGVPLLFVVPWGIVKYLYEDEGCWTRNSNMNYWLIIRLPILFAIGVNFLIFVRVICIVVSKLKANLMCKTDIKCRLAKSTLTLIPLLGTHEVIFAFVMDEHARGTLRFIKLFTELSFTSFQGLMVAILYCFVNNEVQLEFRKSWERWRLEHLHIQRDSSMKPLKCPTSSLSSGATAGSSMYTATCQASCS
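Constitutively active GLP-1R drives a cAMP-responsive luciferase in stably transfected HEK293 cells; test compounds are added after overnight (12 h) attachment and left 24 hr, and signal loss in luminescence marks inhibition.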
KB-3-1 tox = KB-3-1 parental cell cytotoxicity | KB-3-1 viability, CellTiter-Glo ATP luminescence, 72 h | Potency, µM (doses to about 46.1 µM), without a hit: at the top dose activity change, negative = cytotoxic, usual class: cytotoxic | 400,000 compounds, 1.4% hits; also: % is scaled to controls: 0 for no effect and ±100 for the full control effect; nearly all actives have a fitted effect of over 60% in size
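KB-3-1 parental drug-naive adenocarcinoma cells in DMEM/10% FBS, incubated 72 h at 37 C with pin-transferred compounds across a concentration series. Viability by CellTiter-Glo luminescence; concentration-response curves fitted after normalization.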
HT1080 IDH1KD tx = HT-1080 IDH1 knockdown cell toxicity (counter line) | HT-1080 IDH1 knockdown viability, ATP luminescence, 48 h | Potency, µM (highest dose often 46.1 µM), without a hit: at the highest dose activity, negative = toxicity, most hits filed as cytotoxic | 360,000 compounds, 2% hits;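 also: 0% = DMSO wells and -100% = cell-free medium wells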
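Knockdown cells (IDH1KD HT-1080) received compounds 2 h after plating at 750 cells/well and were kept 48 h at 37 °C in 5% FBS RPMI. A CellTiter-Glo luminescence read gave % activity for curve fitting.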
KB-V1 MDR tox = KB-V1 MDR subline cytotoxicity | Potency, µM (top dose mostly 46.1 µM), for the others: top-dose activity change, negative = cytotoxicity, actives largely listed as cytotoxic | 400,000 compounds, 3.4% hits | AID 1347076 | KB-V1 MDR cells viability, CellTiter-Glo, 72 h; also: % is scaled to controls: 0 for no effect and ±100 for the full control effect; nearly all actives have a fitted effect of over 60% in size
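Drug-selected KB-V1 cells, grown in DMEM lacking phenol red with 10% FBS, receive compound titrations; after three days at 37 degrees C, surviving cell ATP is quantified by CellTiter-Glo luminescence and responses normalized and curve-fitted.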
GLP1R ag = agonists of human GLP-1 receptor; P43220; AID 624172; Potency, µM (doses to about 45.6 µM), without a hit: at the top dose activation, usual class: activators; HEK293 GLP-1R CRE-luciferase, luminescence, 4-6 h; cells express a hypersensitive GLP-1R form; 380,000 compounds, 0.007% hits; also: % of control where 0% means no effect
SW480 rereplic = induces DNA re-replication in SW480 colon adenocarcinoma cells. SW480 DNA re-replication, Hoechst DNA content imaging, 48 h. Potency, µM (series often up to 46.1 µM), for inactives: at the highest dose re-replication activation, usual class: activators. 340,000 compounds, 1.8% hits; also: % of control where 0% means no effect; nearly all actives have a fitted effect of over 55% in size
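DNA re-replication was detected as more nuclei of elevated Hoechst intensity after 48 hr exposure to compound (23 nL pinned per well of 250 cells).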
TDP43 rescue = TDP-43 toxicity inhibition in yeast; TDP-43 expressing yeast growth rescue, BacTiter-Glo, 24 h; Potency, µM (highest dose often 46.1 µM), inactives show at the highest dose growth rescue (activation), hits mostly activators; 410,000 compounds, 1.8% hits; AID 652104; also: % of control where 0% means no effect; nearly all actives have a fitted effect of over 50% in size
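Readout is BacTiter-Glo luminescence of cell growth, so inhibitors register as activators. TDP-43-expressing yeast at OD600=0.02 in galactose medium, after raffinose pregrowth to mid-log, were incubated with compound for 24 hr at 30 deg C.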
GLP1R cytotox = cytotoxicity in counter-screen for GLP-1R inverse agonists | 410,000 compounds, 0.13% hits | AID 624418 | Potency, µM (doses to about 38.3 µM), for inactives: at the top dose activity change, negative = inhibition, most hits filed as inhibitors | HEK293 cAMP-luciferase reporter cells, luminescence, 24 h;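 also: loss of luciferase light is scored as toxicity; % is scaled to controls: 0 for no effect and ±100 for the full control effect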
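A 23 nL compound transfer followed 12 hours of cell culture at 37 deg C; exposure then lasted 24 hr. Luciferase assay detection reagent was dispensed and plates read for luminescence after a 12 min room-temperature wait.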
Numbers without * were called inactive; ? = inconclusive; . = not tested or not shown; & = joins results of further samples; [ ] = another dose, or the depositor's remark. Calls follow the shape of the dose curve; as a rule, active = well fitted curve in the direction sought with a large enough effect; inconclusive = small, poorly fitted or top-dose-only effect, or another doubt; inactive = no such curve, though single readings can be large; an effect the other way counts as inactive or inconclusive. Potency is read from the fitted curve at half-maximal effect.

SMILES	HT1080NT lethal	GLP-1R inv ag	KB-3-1 tox	HT1080 IDH1KD tx	KB-V1 MDR tox	GLP1R ag	SW480 rereplic	TDP43 rescue	GLP1R cytotox
c1ccc(-c2ccnc3ncnn23)nc1	6%	15%	19%	8%	-6%	-1%	0%	9%	-10%
CC(C)(C)c1nc(CN2CCCCC2)cc(CN2CCCCC2)c1O	-9%	-28%	?	-6%	?	8%	2%	-4%	?
Cc1sc(NC(=O)c2ccc(=O)n(C)n2)nc1-c1ccccc1	-13%	18%	-11%	-17%	-21%	14%	-87%[inhibitor]	28%	-8%
Cc1ccc(S(=O)(=O)NC(=O)Nc2ccc(C)cc2C)cc1	-3%	19%	-6%	3%	0%	-4%	-5%	-17%	-4%
Cc1nn(C(C)C(=O)NCc2cccc(F)c2)c(=O)c2c1sc1ccccc12 (centres undefined)	.	-2%	-4%	.	1%	.	.	25%	4%
CC(=O)[C@@]1(O)CC[C@H]2[C@@H]3C[C@H](C)C4=CC(=O)C=C[C@]4(C)[C@@]3(F)[C@@H](O)C[C@@]21C	17%	4%	?	?	-22%	7%	2%&-22%	?	3%
CNC(=O)c1ccc(Nc2nnc(-c3ccc(C)c(S(=O)(=O)N(C)C)c3)c3ccccc23)cc1	.	6%	3%	.	21%	.	.	13%	1%
CCN1C(=O)Cc2cc(S(=O)(=O)NCCc3ccccc3)ccc21	-5%	7%	-14%	8%	-29%	10%	-4%	-1%	1%
COc1ccc(NC(=O)COc2coc(CN3CCN(c4ccccc4)CC3)cc2=O)cc1	1%	13%	-4%	0%	-6%	-13%	0%	18%	-6%
COc1ccccc1NS(=O)(=O)c1ccc(NC(C)=O)cc1	3%	0%	3%	-1%	-3%	-10%	-13%	-12%	-15%
O=Cc1ccc(-n2cccn2)cc1	3%	21%	3%	1%	11%	8%	10%[1.84 µM]	.	-11%
COc1ccc(C2C(C(=O)N3CCN(c4ccccc4)CC3)c3ccccc3C(=O)N2C)cc1 (centres undefined)	-1%	-16%	4%	-8%	?	-5%	-5%	?	-23%
O=C(CN(c1ccccc1)S(=O)(=O)c1ccccc1)Nc1ccc(F)cc1	-8%	-18%	-15%	-6%	-11%	6%	4%	-11%	3%
CC(C)C[C@H](NC(=O)OC(C)(C)C)c1nnc(SCc2ccccc2)o1	-8%	8.9µM*	-27%	-22%	?	0%	2.6µM*	5%	2%
CC(=O)C[C@@H](O)CC(=O)[C@@H]1OC(=O)[C@H](C)C/C=C\Cc2ccccc21	-21%	-11%	-4%	-3%	-7%	-1%	2%	-6%	5%
COc1ccc(C(CNC(=O)CCNS(=O)(=O)c2ccc(Br)cc2)N2CCOCC2)cc1 (centres undefined)	8%	13%	15%	7%	4%	8%	-12%	13%	2%
CCOC(=O)C(=CNc1ccc2c(c1)nnn2-c1ccc(Cl)cc1)C(=O)OCC	4%	6%	1%	4%	?	1%	2%	0%	4%
CCOC(=O)c1cnc2c(Cl)cc(Cl)cc2c1NCCOCCO	1%	-8%	0%	2%	-15%	0%	-1%	-6%	-8%
CC(C)OCCCNC(=S)Nc1ccc2nc3n(c(=O)c2c1)CCCCC3	2%	5%	11%	-1%	-2%	-3%	-1%	10%	7%
O=C1Nc2ccc([N+](=O)[O-])cc2OC1CCN1CCN(Cc2ccc3c(c2)OCO3)CC1 (centres undefined)	-24%	?	3%	-20%	-3%	5%	-1%	-4%	1%
Cc1ccc(-c2c(C)n([O-])c3c([n+]2=O)CCCC3)cc1	1%	12%	-11%	-1%	-2%	0%	0%	-8%	-1%
CCc1nnc(NC(=O)c2ccc(OC)cc2OC)s1	4%	?	-1%	?	?	-6%	-1%	3%	6%
N=c1c(C(=O)NCc2ccco2)cc2c(=O)n3ccccc3nc2n1CCc1ccccc1	1%	14%	18µM*	-4%	21µM*	0%	13µM*	2%	155%[activator]
Cc1ccc(C)c(C(=O)CN2C(=O)NC3(CCC(C)CC3)C2=O)c1 (centres undefined)	-4%	-31%	0%	-13%	-23%	8%	-1%	?	-6%
CN1CCN(S(=O)(=O)c2ccc(NC(=O)c3ccc(Br)s3)cc2)CC1	-29%	0%	-1%	?	0%	3%	?	-8%	0%
Remaining list, next part
SMILES	HT1080NT lethal	GLP-1R inv ag	KB-3-1 tox	HT1080 IDH1KD tx	KB-V1 MDR tox	GLP1R ag	SW480 rereplic	TDP43 rescue	GLP1R cytotox
COc1ccc([C@H]2CC(=O)C=C(c3cccc(CO)c3)C2)cc1	0%	1%	-4%	3%	-6%	7%	-10%	?	6%
N#CC1(C#N)C(c2ccccc2)OC23CCCCCC2C1(C#N)C(=N)O3 (centres undefined)	-3%	2%	-1%	-6%	-3%	2%	-5%	10%	93%[activator]
O=C(NC1CCCc2ccccc21)c1cc(F)cc(F)c1 (centres undefined)	-16%	?	13%	-1%	?	23%	5%	10%	5%
CCCn1c(SCC(=O)Nc2ccc(Cl)cc2)n[nH]c1=O	-2%	-1%[0.307 µM]	0%	-14%	14%	-13%	5%	-10%	-2%[0.307 µM]
COc1ccccc1NC(=O)CN1C(=O)C(C)(C)c2ccccc21	.	-14%	-26%	.	-23%	.	.	0%	-6%
CC1CCC(NC(=O)c2ccc3snnc3c2)CC1 (centres undefined)	-6%	?	-32%	-2%	1%	15%	-4%	-1%	-14%
Cc1ccc(Cc2ccc(C(=O)NNC(N)=S)o2)cc1	-2%	-10%	-8%	-2%	-24%	6%	6%	9%	-1%
COC(=O)[C@H](CC(C)C)NC(=O)Cn1cnc(C(=O)Nc2ccc(C)c(C)c2)n1	-3%	3%	2%	-4%	9%	14%	0%	25%	-3%
Cc1[nH]c2ccccc2c1/C=N/Nc1ccc([N+](=O)[O-])cc1	9.2µM*	2.8µM*	0%	?	-9%	4%	-5%	2.8µM*	?
COC(=O)c1cc(OC)c(OC)c(OC)c1NC(=O)c1cc(=O)n(C)c(=O)n1C	.	5%	-2%	.	0%	.	.	-12%	-14%
CSc1ccc(CN2C(=O)NC3(CCCCCC3)C2=O)cc1	-10%	?	?	-13%	?	8%	0%	?	8%
CCN(CC)S(=O)(=O)c1ccc2oc(C(=O)NCc3ccc(C)cc3)c(C)c2c1	-21%	?	-13%	?	?	12%	-5%	-17%	9%
CCN1C(=O)[C@@H]2[C@@H](c3ccc(-c4ccc(Cl)c(Cl)c4)c(OC)c3)N3CCCC[C@@]3(C(=O)OC)[C@@H]2C1=O	-1%	-12%	?	0%	-1%	2%	6%[9.22 µM]	2%	2%
CCCCOC(=O)n1c(SCC(=O)N(CC)CC)nc2ccccc21	-4%	-21%	-11%	4%	-1%	10%	0%	16%	-6%
O=C(CNS(=O)(=O)c1cccs1)Nc1ccc2c(c1)OCCO2	0%	1%	-7%	-2%	21%	-2%	-6%	-3%	-3%
CCC(C)(C)n1nnnc1C(c1ccccc1)N1CCc2ccccc2C1 (centres undefined)	0%	9%	?	0%	?	-6%	0%	-6%	-12%
CC(=O)Nc1ccc(-c2csc(NC(=O)Cc3cccc(F)c3)n2)cc1	?	11µM*	?	?	-27%	11%	?	-23%	8%
O=C(CN1CCN(C2CCCCC2)CC1)c1ccc2cc[nH]c2c1	-1%	1%	38%	3%	?	0%	2%	29%	-28%
O=C(CCl)N1c2ccccc2Sc2ccc3ccccc3c21	18µM*	?	-26%	?	?	10%	.	5µM*	-23%
O=C(CCNC(=O)c1ccccc1)OCN1C(=O)c2ccccc2C1=O	19%	10%	-1%	5%	24%	8%	-13%	9%	-10%
Cc1ccc(S(=O)(=O)c2nnn3c2nc(N2CCN(c4ccccc4F)CC2)c2ccccc23)cc1C	.	6%	2%	.	10%	.	.	4%	2%
O=C(CN1C(=O)S/C(=C\C=C\c2ccccc2)C1=O)NC1CCS(=O)(=O)C1 (centres undefined)	-3%	68%[activator]	6%	0%	?	2%	?	-10%	2%
C=CCN1N=C(/C=C/c2ccccc2)CCC1=O	14%	6%	13%	19%	-1%	9%	-2%	2%	8%
COc1ccc(CN2CCCC(C(=O)c3ccc(SC)cc3)C2)cc1Cn1cccn1 (centres undefined)	?	?	-14%	?	-5%	?	?	3%	0%
O=C(O)COc1ccc(/C=N/n2c(COc3ccccc3)nc3ccccc3c2=O)cc1	1%	0%	1%	2%	-17%	1%	-5%	13%	13%
(continued)
SMILES	HT1080NT lethal	GLP-1R inv ag	KB-3-1 tox	HT1080 IDH1KD tx	KB-V1 MDR tox	GLP1R ag	SW480 rereplic	TDP43 rescue	GLP1R cytotox
CCOc1ccc(Br)cc1S(=O)(=O)N1CCCC1	-6%	-27%	-5%	-2%	-8%	6%	-4%	-4%	-2%
O=CNc1ccc2c(c1)Cc1cc([N+](=O)[O-])ccc1-2	5.8µM*	2%	2.3µM*	5.2µM*	?	8%	3.3µM*	22µM*	-5%
O=C(CN1CCN(S(=O)(=O)c2ccc(Br)cc2)CC1)N/N=C/c1cccnc1	19%	-4%	6%	10%	4%	-2%	.	-15%	-2%
O=c1[nH]ncc(NCc2ccc(Cl)cc2)c1Cl	1%	48%[activator]	-3%	-1%	-4%	18%	-19%	0%	5%
Cc1nc(C)c(C(=O)N/N=C/c2c[nH]c3ccccc23)s1	-24%	-24%	?	-27%	?	7%	?	-20%	-7%
C=CCOc1ccc(C=CC(=O)c2c(O)c(OC)c(OC)c(OC)c2OC)cc1	-17%	7.9µM*	?	-19%	5.8µM*	-9%	18%	22µM*	-17%

Results in GLP-1R inv ag and KB-3-1 tox, for some of the entries so far:
mol	GLP-1R inv ag	KB-3-1 tox
O=CNc1ccc2c(c1)Cc1cc([N+](=O)[O-])ccc1-2	2%	2.3µM*
O=C(CN1CCN(S(=O)(=O)c2ccc(Br)cc2)CC1)N/N=C/c1cccnc1	-4%	6%
O=c1[nH]ncc(NCc2ccc(Cl)cc2)c1Cl	48%[activator]	-3%

High-throughput results deposited in PubChem by National Center for Advancing Translational Sciences (NCATS).
